Screening data from PubChem BioAssay.
M1 ag – M1 muscarinic receptor agonists, primary screen, CHO-M1 cells, Fluo-4 calcium, agonist mode; AID 626, 2007; 3% of 64,000 active; B-score at 10 µM; Muscarinic acetylcholine receptor M1; Fluo-4 calcium fluorescence; hits give high values;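 active = fluorescence rise, raw or as B-score row- and column-corrected plate score, outside the 99.7% band of its plate's samples, either direction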
RORa activator – activators of orphan receptor RORA, primary screen, cell-based, luminescence; Nuclear receptor ROR-alpha (Homo sapiens), P35398; AID 560, 2006; CHO-K1 Gal4-RORA LBD luciferase reporter; percent increase over mock-subtracted basal signal; 1.5% of 65,000 active; activation, % at 10 µM;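 active = activation above the mean of all tested compounds plus 3 SD, cut at about 49% in these data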;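 note: 0% = DMSO-treated RORA cells and 100% = added signal equal to DMSO minus mock-transfected cells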
NADH enzymes – inhibitors of PK/LDH coupling enzymes, profiling panel, artefact control, biochemical, MLSMR library; coupled PK/LDH NADH assays, four targets; IC50, µM (series often up to 10 µM), inactives show at the top dose inhibition; 0.02% of 65,000 active;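 active = single-dose screening hits from any of four coupled enzyme assays that gave an IC50 when retested across doses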;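 note: the DPM-DC format reads NADH fluorescence rather than 340 nm absorbance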
Fluor 339 460 – intrinsic fluorescence of library compounds, ex339/em460 – biochemical, MLSMR library, data from DPM-DC assay, artefact control, profiling panel; 5.5% of 65,000 active; fluorescence fold increase at 10 µM; AID 709, 2007; compound autofluorescence, ex339/em460 nm, NADH buffer; hits give high values; 1 = no-compound wells, NADH background;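 active = at 10 µM, mean starting fluorescence two-fold or more over control wells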;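 note: signal is the first read of a kinetic run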
E coli RNAP – E. coli RNAP inhibitors, biochemical | E. coli RNA polymerase, fluorescence transcription assay | inhibition, %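 (tested at 10 µM)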 | 0.2% of 62,000 active | AID 559, 2006; in the data active = inhibition above about 20%;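 note: 0% = enzyme without compound and 100% = no enzyme blank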
Target sequence (P0A8V2 whole entry, looked up): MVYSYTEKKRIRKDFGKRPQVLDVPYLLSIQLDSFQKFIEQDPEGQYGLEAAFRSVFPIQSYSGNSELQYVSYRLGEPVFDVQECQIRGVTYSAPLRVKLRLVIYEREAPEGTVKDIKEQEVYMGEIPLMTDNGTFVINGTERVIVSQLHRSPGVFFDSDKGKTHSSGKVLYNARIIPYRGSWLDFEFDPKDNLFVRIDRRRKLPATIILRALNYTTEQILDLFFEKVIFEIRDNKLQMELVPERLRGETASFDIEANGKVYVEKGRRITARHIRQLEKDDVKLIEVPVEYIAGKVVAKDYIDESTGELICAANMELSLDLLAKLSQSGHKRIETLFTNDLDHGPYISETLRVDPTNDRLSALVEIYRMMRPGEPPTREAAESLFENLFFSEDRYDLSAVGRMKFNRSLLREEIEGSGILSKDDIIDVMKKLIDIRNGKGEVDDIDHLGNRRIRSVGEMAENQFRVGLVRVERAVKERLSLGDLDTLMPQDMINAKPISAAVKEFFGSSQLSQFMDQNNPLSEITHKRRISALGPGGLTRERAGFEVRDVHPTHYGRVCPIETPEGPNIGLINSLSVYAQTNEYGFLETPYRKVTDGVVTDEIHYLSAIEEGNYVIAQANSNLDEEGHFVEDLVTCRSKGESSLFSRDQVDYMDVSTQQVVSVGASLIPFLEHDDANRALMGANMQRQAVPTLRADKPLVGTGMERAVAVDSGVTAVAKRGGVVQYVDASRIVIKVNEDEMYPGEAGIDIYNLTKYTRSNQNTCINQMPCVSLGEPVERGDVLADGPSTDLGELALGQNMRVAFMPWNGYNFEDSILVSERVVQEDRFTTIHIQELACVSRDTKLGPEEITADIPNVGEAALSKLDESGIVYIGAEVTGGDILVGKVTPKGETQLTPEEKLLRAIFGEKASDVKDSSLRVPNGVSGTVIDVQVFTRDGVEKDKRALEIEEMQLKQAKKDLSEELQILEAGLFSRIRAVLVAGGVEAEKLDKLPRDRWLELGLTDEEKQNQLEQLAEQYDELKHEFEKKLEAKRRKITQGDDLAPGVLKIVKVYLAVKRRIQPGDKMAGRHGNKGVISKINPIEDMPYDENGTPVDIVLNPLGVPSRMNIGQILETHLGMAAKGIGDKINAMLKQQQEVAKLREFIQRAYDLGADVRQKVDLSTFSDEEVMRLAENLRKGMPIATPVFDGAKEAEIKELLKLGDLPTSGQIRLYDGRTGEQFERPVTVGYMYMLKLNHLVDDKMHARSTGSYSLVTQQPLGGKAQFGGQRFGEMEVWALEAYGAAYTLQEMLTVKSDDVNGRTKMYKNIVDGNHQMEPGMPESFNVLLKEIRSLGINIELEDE
tolC growth inh – growth inhibitors of E. coli tolC mutant, primary screen, strain BW25113 ΔtolC::kan, 384-well; 2.2% of 65,000 active; growth inhibition, % at 10 µM (by protocol); OD615;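 active = growth inhibition at or above a cutoff equal to the mean over every tested compound plus 3 SD, cut at about 60% in these data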;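 note: growth measured after 20 h incubation at 37 °C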
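System: E. coli ΔtolC::kan strain BW25113; Buffer or medium: LB broth supplemented with 50 µg/mL kanamycin; Compound: 10 µM final, single dose; Incubation: bacterial growth with compound for 20 h at 37 °C; Signal: A615 absorbance measurement; Evaluation: growth inhibition in percent.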
TNAP act DEA – human TNAP enzyme activators, primary screen, biochemical, luminescent, intermediate phosphate acceptor level. Alkaline phosphatase, tissue-nonspecific isozyme (Homo sapiens), P05186. purified TNAP, CDP-star luminescence, 100 mM DEA, 30 min; hits give high values; scale: 0 levamisole-inhibited, 1 vehicle-only enzyme. activation factor at 20 µM. 64,000 tested, under 10 active;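 active = activation factor of at least 2 at 20 µM, relative to controls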
SF-1 act – activators of human SF-1, primary screen, cell-based, CHO-K1, Gal4-SF-1 LBD, luciferase luminescence; Steroidogenic factor 1 (Homo sapiens), Q13285; CHO-K1 Gal4-SF-1 LBD luciferase reporter; % increase over DMSO SF-1-specific signal; activation, % at 10 µM; 1.9% of 65,000 active; AID 522, 2006;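 active = activation above the mean activation of all tested compounds plus 3 SD, cut at about 50% in these data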
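Test system: CHO-K1 cells co-transfected with Gal4 DBD–human SF-1 LBD, 5xGal4 luciferase reporter. Quantity: 4,000 cells per well. Compound: 10 µM only. Incubation: compound added 1 h post-seeding, 20 h exposure at 37 °C, 5% CO2. Detection: SteadyLite luciferase luminescence. Replication: one test per compound.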
M1 antagonist – antagonists of rat M1 muscarinic receptor; CHO-M1 cells, Fluo-4 calcium, ACh EC80 antagonist mode; hits give low values; B-score at 10 µM; 3.4% of 64,000 active; AID 628, 2007;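 active = calcium fluorescence response, raw or row-and-column corrected B-score, differing from the plate sample mean either way at a set confidence level, mostly lower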
The depositor's hits bear a star; · = no result given; [ ] = another dose, or the depositor's remark. Compounds as they come, and some 15% of all compounds hit somewhere here.

mol	M1 ag	RORa activator	NADH enzymes	Fluor 339 460	E coli RNAP	tolC growth inh	TNAP act DEA	SF-1 act	M1 antagonist
CN(Cc1ccccc1)C(=O)CSc1nc2ccccc2c(=O)n1Cc1ccco1	1.7	15	4%	1.1	6	67*	1	-11	-1.1
CCOC(=O)c1c(C)c(C(=O)NCC2CCCO2)c(C)n1C (stereo not drawn)	-1.9	-1	2%	1	7	-8	0.9	-8	-0.18
CCNC(=O)Nn1c(C)nnc1C	-0.38	3	0%	1.1	2	-5	1	6	-0.78
COCCN1Cc2cccc(C(=O)NCc3ccccc3OC)c2C1=O	·	-25	10%	1.1	4	-11	1	0	·
Cc1ccc(-n2ncc3c(=O)n(CC(=O)Nc4cccc(Cl)c4)cnc32)cc1C	-0.42	-15	4%	2.7*	-4	-11	1.1	-17	-0.087
CC1Cc2ccccc2N1C(=O)CSc1nnc(NC(=O)Cc2cccs2)s1 (stereo not drawn)	-0.21	1	6%	1.1	0	·	0.9	-14	0.22
COC(=O)C1=C(N)Oc2cc(C)n(C)c(=O)c2C1c1ccc(Cl)c(Cl)c1 (stereo not drawn)	-0.11	-14	7%	1.1	0	-12	1	-12	0.5
CCOC(=O)C1CCCN(C(=O)C2CCN(S(=O)(=O)CC)CC2)C1 (stereo not drawn)	-0.12	3	3%	1.1	2	-14	0.9	-14	0.42
CC(C)c1nnc(SCC(=O)NCc2ccco2)n1C	-1	9	3%	1	5	-14	0.9	-5	0.36
Cc1cc(NS(=O)(=O)c2ccc(Cl)cc2)nn1CC(=O)NCc1ccco1	0.097	7	5%	1.1	1	-17	1	-5	-0.15
Cc1c(Cc2ccccc2)c(=O)oc2c(C)c(OCc3nn[nH]n3)ccc12	-0.24	-5	9%[fluoresces]	3.9*	2	54	0.9	-1	0.098
Cc1cc2c(ccc3c2no[n+]3[O-])nn1	1.6	-28	8%	1.1	5	-12	0.9	-22	0.54
c1ccc(CCn2nnnc2C(c2cccnc2)N2CCN(c3nc4ccccc4s3)CC2)cc1 (stereo not drawn)	2.1	7	4%	1.1	7	8	0.9	10	1.3
Cc1ccc2cc(C#N)c(N3CCCN(S(=O)(=O)c4ccccc4)CC3)nc2c1	-0.77	12	12%	1.7	4	20	0.9	-6	0.36
O=C(Nc1ccc(Cl)c(Cl)c1)N1CCSC1c1ccco1 (stereo not drawn)	2.1	-19	6%	1	7	100*	1	-8	-1.4

Next section; it opens with the 2 that closed the last part.
mol	M1 ag	RORa activator	NADH enzymes	Fluor 339 460	E coli RNAP	tolC growth inh	TNAP act DEA	SF-1 act	M1 antagonist
Cc1ccc2cc(C#N)c(N3CCCN(S(=O)(=O)c4ccccc4)CC3)nc2c1	-0.77	12	12%	1.7	4	20	0.9	-6	0.36
O=C(Nc1ccc(Cl)c(Cl)c1)N1CCSC1c1ccco1 (stereo not drawn)	2.1	-19	6%	1	7	100*	1	-8	-1.4
CCOC(=O)c1oc2ccccc2c1NC(=O)c1cccs1	0.069	-14	7%	1.2	3	-6	1	3	-0.52
O=C1Cc2ccccc2C(c2ccccc2)N1 (stereo not drawn)	-0.28	3	1%	1.1	6	-3	1	8	0.0039
COc1ccccc1CN1CC(C(=O)NCC2CCCO2)CC1=O (stereo not drawn)	-0.064	-18	5%	1.1	1	-18	1	0	-0.041
O=C(CC1SC(=O)N(c2ccccc2)C1=O)Nc1ccccc1 (stereo not drawn)	-0.17	20	5%	1.1	6	-11	1	-7	0.65
c1ccc2c(c1)OCC(c1nnc3sc(-c4cnccn4)nn13)O2 (stereo not drawn)	·	1	4%	1.1	7	25	0.8	-10	·
CCc1ccc(S(=O)(=O)NCCc2cn3ccsc3n2)s1	-0.79	-10	4%	0.98	7	0	1.1	-1	-0.42
Cc1nnc(SCC(=O)Nc2ccc(N3CCOCC3)cc2)o1	·	-14	4%	1	10	-11	0.9	3	·
CC(=O)NCCc1ccc(S(=O)(=O)N2CCCC2)cc1	-0.3	4	3%	1.1	9	-4	1	12	-0.75
C/C(=C\C(=O)Nc1nccs1)c1ccccc1	0.79	26	1%	0.98	-8	23	0.9	42	0.17
O=C(CSc1nnc(COc2ccccc2Cl)o1)NC(=O)NC1CCCC1	0.79	-15	2%	1.1	7	21	·	-5	-0.72
CCOC(=O)c1sc(N)c(C#N)c1CSc1nnc(C2CCCCC2)n1N	-0.28	-15	7%	1	-3	7	1	0	0.36
C=CCc1cccc2cc(C(=O)NC(C)(C)C)c(=O)oc12	-0.51	-6	1%	1.2	4	-2	0.9	3	-0.26
CCOC(=O)N1CCN(CC(O)COC(CC)c2ccccc2)CC1 (stereo not drawn)	0.0027	-7	8%	0.85	2	-4	0.9	-6	0.24
Cc1ccc(-c2nc(NC(=O)CSc3nnc4scc(-c5ccccc5)n34)ns2)cc1	1.3	12	0%	1.1	4	34	0.9	-12	0.27
COc1ccc(-c2cc(C(F)F)n3ncc(C(=O)N4CCN(C(=O)c5ccco5)CC4)c3n2)cc1	-0.037	30	14%[fluoresces]	2.1*	1	12	1	-18	0.23
CCOC(=O)N1CCC(Nc2c(N3CCN(c4cccc(C(F)(F)F)c4)CC3)c(=O)c2=O)CC1	0.49	15	6%	1.1	2	13	1	-20	1.1
Cc1ccc(C(=O)CC2(O)C(=O)N(C)c3ccc(Br)cc32)c(C)c1 (stereo not drawn)	-0.38	24	2%	1	3	10	0.9	-13	-2.2*
Cn1c(=O)n(Cc2ccccc2)c(=O)c2c1nc1n2CCCN1Cc1ccccc1	0.44	4	6%	1.1	6	62*	0.9	10	2.9*
N#CC1=C(SCC(=O)Nc2cccc3cccnc23)NC(=O)C(C#N)C12CCCCC2 (stereo not drawn)	1.5	-11	1%	1.1	5	60	0.8	-12	-0.33
CCCCn1ccnc1C(=O)c1ccc(S(=O)(=O)N(CCOC)CCOC)cc1	0.4	-17	8%	1.1	9	-4	1	-13	0.37
O=C(CSc1ncccn1)Nc1ccccc1	1.2	32	2%	1.1	7	0	1	2	1.9*
CNC(=O)Cn1ncc2c(C)n(Cc3ccc(C)cc3)c(C)c2c1=O	0.036	12	11%	1.1	2	-10	0.9	7	0.27
CCN(CC)c1nc2cc(OC)ccc2cc1C#N	0.48	7	4%	1.6	6	34	0.8	-20	0.16
O=C(NCN1CCN(c2ccccc2F)CC1)c1ccccc1	0.064	19	5%	1.1	5	-6	1	6	0.22
COc1ccc(OC)c(N(CC(=O)NC2CC2)S(=O)(=O)c2ccc(C)cc2)c1	-0.0071	-5	6%	1.1	10	4	0.9	4	0.087
CCC(C)n1[nH]c(=O)c2c(C)cc(C)nc21 (stereo not drawn)	0.03	6	2%	1.1	16	1	0.9	-14	0.78
O=C(CSc1nccn1-c1ccccc1)Nc1ccc2c(c1)OCO2	-0.52	25	2%	1.1	0	6	0.9	33	0.013
CC(C)N(Cc1cc2ccccc2[nH]c1=O)C(=O)C(C)(C)C	-0.65	-9	11%	1.1	-2	1	1	-14	0.85
CCOC(=O)C1CCN(CC(=O)Nc2c(C(=O)OC)n(C)c3cccc(C)c23)CC1	1.5	-1	6%	1.2	8	2	0.9	-2	0.068
COc1ccc(-n2nc3ccc(NS(C)(=O)=O)cc3n2)cc1Cl	-0.64	33	5%[fluoresces]	3.8*	-18	-4	0.9	37	-0.46
Brc1cccc(-c2nnc3sc(CNC4CCCC4)cn23)c1	-2	-2	3%	1.1	5	4	1	18	-0.37
CCOC(=O)CSc1nc2ccccc2n1CC(=O)N(C(C)C)C(C)C	-1.2	-24	5%	1.1	4	-5	1	10	-0.032
CCOC(=O)C(CC)Sc1nc2c(cnn2-c2ccccc2)c(=O)[nH]1 (stereo not drawn)	0.28	-9	7%	1.2	1	17	1	4	0.48
COc1ccccc1-c1nc(C#N)c(N2CCN(Cc3ccccc3)CC2)o1	2.1	2	18%	3.1*	6	41	0.9	-10	-0.05
O=C(CSc1nnc(-c2cccnc2)n1Cc1ccccc1)N1CCOCC1	-0.19	-15	4%	1.1	9	-16	0.9	-7	0.028
CCSC(C)CC1C/C(=N/O)c2c(CC)noc2C1 (stereo not drawn)	·	-22	6%	1.1	-1	61*	1	-17	·
CCOCCCNC(=O)c1ccc2c(c1)OCO2	0.12	6	6%	1.1	-4	-2	0.9	28	0.021
O=C(CSc1nc2ccccc2[nH]1)Nc1ccc(F)cc1	0.12	14	2%	1	6	22	0.9	-11	-0.57
COc1cccc(C(=O)N2CCSC2=S)c1	0.45	-31	0%	1.1	6	-12	0.9	2	0.33
CCn1c(CSc2nc(C)cc(C)n2)nnc1SCC(=O)Nc1ccccc1	0.63	1	4%	1.1	7	-6	0.9	3	-0.062
CCn1c(SCC(=O)Nc2ccc(NC(=O)c3cccs3)cc2)nnc1-c1cccnc1	-1.1	-2	2%	1	10	-18	1	6	-0.23
CNC(=O)Nc1ccccc1C(=O)NCc1ccccc1	1.5	25	2%	1.1	10	-14	0.9	37	0.87
CC(C)(C)NC(=O)CN(C(=O)C1CSC(=O)C1)c1ccc2c(c1)OCCO2 (stereo not drawn)	-0.61	-8	2%	0.97	1	-22	1	22	0.15
CS(=O)(=O)N(CC(=O)O)c1ccc2c(c1)OCO2	-0.035	-20	6%	1.1	10	-2	0.9	-8	-4.1*
